TbPYK inhibitor: T. brucei pyruvate kinase inhibition. TbPYK enzyme, Kinase-Glo Plus ATP luminescence, 45 min. Potency, µM (top dose mostly 76.8 µM), without a hit: at the top dose activity, negative = inhibition, actives largely listed as inhibitors. 410,000 tested, 0.12% active; note: potency is the fitted concentration of half-maximal effect; % is set by controls: 0 for no effect and ±100 for the full control effect; nearly all actives have a fitted effect of over 50% in size
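Activity of T. brucei pyruvate kinase was followed by Kinase-Glo Plus luminescence after the enzyme reacted 45 min at room temperature with 130 uM ADP (final) and substrate. Test compounds were added before ADP at multiple concentrations.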
AMA1 RON2 block: inhibitors of Plasmodium falciparum AMA1-RON2 interaction. AlphaScreen AMA1-biotinylated RON2 peptide binding. Potency, µM (titrated, usually from 58.2 µM), without a hit: at the top dose activity change, negative = inhibition, actives largely listed as inhibitors. 360,000 tested, 0.2% active;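 note: potency is the fitted concentration of half-maximal effect; 0% = vehicle wells and -100% = peptide control; nearly all actives have a fitted effect of over 45% in size; some results filed as inactive show a strong effect at the top dose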
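AMA1 (3D7) with his tag at 25 nM final met compounds first, then biotinylated RON2 peptide at 25 nM; detection used donor plus acceptor beads, 10 µg/mL apiece, read by AlphaScreen after 30 min at room temperature.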
LmPK inhibitor: blocks Leishmania mexicana pyruvate kinase activity; AID 1721; purified LmPK, Kinase-Glo ATP luminescence, 1 h; Q27686; 290,000 tested, 0.37% active; Potency, µM (series often up to 57.5 µM), for the others: top-dose activity change, negative = inhibition, most hits filed as inhibitors; note: potency is the fitted concentration of half-maximal effect; % is set by controls: 0 for no effect and ±100 for the full control effect
Target sequence (Q27686 whole entry, looked up): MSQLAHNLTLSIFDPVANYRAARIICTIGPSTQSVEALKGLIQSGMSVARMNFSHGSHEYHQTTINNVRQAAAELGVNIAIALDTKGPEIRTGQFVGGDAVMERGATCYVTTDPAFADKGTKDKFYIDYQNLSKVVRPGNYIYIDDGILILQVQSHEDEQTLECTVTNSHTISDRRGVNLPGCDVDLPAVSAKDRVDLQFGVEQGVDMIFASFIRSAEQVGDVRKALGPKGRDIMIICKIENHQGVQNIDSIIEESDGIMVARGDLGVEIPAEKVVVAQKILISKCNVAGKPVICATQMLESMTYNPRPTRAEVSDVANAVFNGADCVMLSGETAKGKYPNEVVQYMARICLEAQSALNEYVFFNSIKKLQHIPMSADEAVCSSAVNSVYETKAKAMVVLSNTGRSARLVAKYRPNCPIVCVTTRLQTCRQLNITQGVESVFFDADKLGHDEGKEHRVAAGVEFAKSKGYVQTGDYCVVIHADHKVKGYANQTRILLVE
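ATP generated from ADP (0.1 mM) and PEP (0.5 mM) by 0.1 nM LmPK over 1 h at room temperature (pH 7.2 imidazole buffer) was detected by coupled luciferase luminescence. Values were normalized to uninhibited and no-enzyme wells.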
Shiga inhibitor: blocks Shiga toxin action in Vero cells; Vero cells, Shiga toxin protein synthesis inhibition reporter; inhibition, % at 38.7 µM; 290,000 tested, 9.2% active; AID 2315; in the data active = inhibition mostly above about 28%, no sharp cut-off; inactive = mostly below about 43%; note: 0% is about no effect
Cycloheximide cs: counter-screen hit for Shiga toxin inhibitors, cycloheximide; cell reporter, cycloheximide protein synthesis inhibition counterscreen; max response, %; 300,000 tested, 12% active; AID 2314; in the data active = max response mostly above about 13%, no sharp cut-off; inactive = mostly below about 14%; note: read at 38.3 µM for the half of the compounds with a filed dose; 0% is about no effect
Pf growth 48h: inhibits P. falciparum growth in the first generation, 48 h; P. falciparum luciferase growth in erythrocytes, 48 h; Potency, µM (highest dose often 28.7 µM), inactives show top-dose activity change, negative = inhibition, actives largely listed as inhibitors; 310,000 tested, 5.9% active; AID 504832; note: potency is the fitted concentration of half-maximal effect; % is set by controls: 0 for no effect and ±100 for the full control effect
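In quantitative HTS format, infected erythrocytes bearing luciferase-reporter parasites were treated for a single generation at 37 C. Luminescence after adding detection reagent served as the growth measure.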
Pf growth 96h: inhibits malaria parasite growth, 96 h | AID 504834 | 320,000 tested, 6.9% active | Potency, µM (titrated, usually from 28.7 µM), for the others: top-dose activity change, negative = inhibition, most hits filed as inhibitors | P. falciparum luciferase reporter growth, 96 h; note: potency is the fitted concentration of half-maximal effect; % is set by controls: 0 for no effect and ±100 for the full control effect
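Plates of compound plus infected erythrocytes (2% hematocrit, 0.05% parasitemia final) incubate 96 hours, 37 C, 5% CO2. Detection reagent added; reduced luminescence from the parasites' luciferase reporter flags inhibition.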
The depositor's hits bear a star; & = joins results of further samples; [ ] = another dose, or the depositor's remark. Unless noted, calls come from the whole dose curve; as a rule, active = well fitted curve in the direction sought with a large enough effect; inconclusive = small, poorly fitted or top-dose-only effect, or another doubt; inactive = no such curve, though single readings can be large; an effect the other way counts as inactive or inconclusive.

What do the screens show for `COc1ccc2c(c1)C(=O)CC(c1ccccc1F)O2` (centres undefined)?
TbPYK inhibitor: -4%; AMA1 RON2 block: 4%; LmPK inhibitor: 1%; Shiga inhibitor: 36*; Cycloheximide cs: 13*; Pf growth 48h: -5%; Pf growth 96h: 6%

What do the screens show for `COc1c(/C=C2/C(=O)NC(=O)N(C)C2=O)c(CCN(C)C(=O)c2ccccc2)cc2c1OCO2`?
TbPYK inhibitor: -9%; AMA1 RON2 block: -24%; LmPK inhibitor: 2%; Shiga inhibitor: -7; Cycloheximide cs: -3; Pf growth 48h: -1%; Pf growth 96h: -13%

Results for CCOc1nc2ccccc2nc1NS(=O)(=O)c1ccc(Cl)cc1 ?
TbPYK inhibitor: -4%; AMA1 RON2 block: 5%; LmPK inhibitor: 1%; Shiga inhibitor: -2; Cycloheximide cs: -3; Pf growth 48h: 28%; Pf growth 96h: 0%

What do the screens show for `Cc1ccc(C(=O)OCC(=O)NC(=O)c2ccccc2)o1`?
TbPYK inhibitor: -1%; AMA1 RON2 block: -7%; Pf growth 48h: 3%; Pf growth 96h: 35%[activator]

How did COc1ccccc1C(CNC(=O)CNC(=O)c1ccc(C)c(C)c1)N1CCCC1 (centres undefined) do in these assays?
TbPYK inhibitor: 0%; AMA1 RON2 block: 6%; Pf growth 48h: -28%; Pf growth 96h: inconclusive

How did CC1CCN(C(=O)CSc2nc(N)cc(N)n2)CC1 do in these assays?
TbPYK inhibitor: -7%; AMA1 RON2 block: 0%; LmPK inhibitor: 4%; Shiga inhibitor: -9; Cycloheximide cs: -2; Pf growth 48h: 43%[activator]; Pf growth 96h: -3%

How did Cc1cc(=O)n2c(C(=O)Nc3ccc(C)c(C)c3)c(C(=O)Nc3ccccc3)sc2n1 do in these assays?
TbPYK inhibitor: -4%&0%; AMA1 RON2 block: 4%; LmPK inhibitor: -4%; Shiga inhibitor: 27; Cycloheximide cs: 10; Pf growth 48h: inconclusive; Pf growth 96h: inconclusive

How did Cc1cc2oc(=O)ccc2cc1[N+](=O)[O-] do in these assays?
TbPYK inhibitor: 4%; AMA1 RON2 block: 0%; LmPK inhibitor: 2%; Shiga inhibitor: -7; Cycloheximide cs: 1; Pf growth 48h: -7%; Pf growth 96h: 12%

Results for CCN1CCSc2ccc(C(=O)NCc3ccccc3Br)cc21 ?
TbPYK inhibitor: -3%&-12%; AMA1 RON2 block: -12%; LmPK inhibitor: -5%; Shiga inhibitor: 22; Cycloheximide cs: -1; Pf growth 48h: -2%; Pf growth 96h: -6%

Results for COc1ccc(-c2noc(C)c2-c2ccc3ccccc3n2)c(O)c1 ?
TbPYK inhibitor: -20%; AMA1 RON2 block: -20%; LmPK inhibitor: 7%; Shiga inhibitor: -17; Cycloheximide cs: -4; Pf growth 48h: 12µM*; Pf growth 96h: 15µM*

Results for O=C1c2ccccc2-c2onc3c(N4CCN(CCO)CC4)cc(N4CCN(C(=O)c5ccco5)CC4)c1c23 ?
TbPYK inhibitor: -13%; AMA1 RON2 block: 14µM*; LmPK inhibitor: -12%; Shiga inhibitor: -13; Cycloheximide cs: -5; Pf growth 48h: inconclusive; Pf growth 96h: inconclusive

How did CC(C)C(OC(=O)CN1C(=O)c2ccccc2C1=O)C(=O)NC1CCCCC1 (centres undefined) do in these assays?
TbPYK inhibitor: -1%; AMA1 RON2 block: -10%; LmPK inhibitor: -2%; Shiga inhibitor: -2; Cycloheximide cs: -6; Pf growth 48h: 7%; Pf growth 96h: -4%

Results for Cc1cc(C)cc(NC(=O)Nc2c(Br)cnn2C)c1 ?
TbPYK inhibitor: 0%; AMA1 RON2 block: 5%; LmPK inhibitor: 5%; Shiga inhibitor: -1; Cycloheximide cs: 15; Pf growth 48h: 1%; Pf growth 96h: 38%

Results for Cc1cccc(NC(=O)CSc2nnc(CCNC(=O)OC(C)(C)C)o2)c1C ?
TbPYK inhibitor: -5%; AMA1 RON2 block: -11%; LmPK inhibitor: 4%; Shiga inhibitor: 3; Cycloheximide cs: 1; Pf growth 48h: 2%; Pf growth 96h: 1%

Results for Cc1sc2nc(CN3CCOCC3)nc(Oc3ccc(NC(=O)c4ccco4)cc3)c2c1C ?
TbPYK inhibitor: 3%; AMA1 RON2 block: 0%; LmPK inhibitor: -2%&-12%; Shiga inhibitor: -23&-2; Cycloheximide cs: -7&-1; Pf growth 48h: inconclusive; Pf growth 96h: 2%[5.75 µM]

Results for CC(C)C(=O)NC(c1ccc(N(C)C)cc1)c1c(O)ccc2ccccc12 (centres undefined) ?
TbPYK inhibitor: 4%; AMA1 RON2 block: 0%; LmPK inhibitor: 7%; Shiga inhibitor: -6; Cycloheximide cs: 1; Pf growth 48h: inconclusive; Pf growth 96h: inconclusive

Results for Cc1cc(C)nc(NS(=O)(=O)c2ccc(NC(=O)c3ccccc3[N+](=O)[O-])cc2)n1 ?
TbPYK inhibitor: -2%; AMA1 RON2 block: 1%; LmPK inhibitor: -1%; Cycloheximide cs: -1; Pf growth 48h: -2%; Pf growth 96h: 92%[activator]

Results for CCCn1nnc(NC(=O)c2ccc(-c3ccccc3)cc2)n1 ?
TbPYK inhibitor: 6%; AMA1 RON2 block: 3%; LmPK inhibitor: -6%; Shiga inhibitor: 100*; Cycloheximide cs: 21*; Pf growth 48h: inconclusive; Pf growth 96h: inconclusive

Results for CCOC(=O)c1ccc(CSc2nnc(N)s2)cc1 ?
TbPYK inhibitor: -1%; AMA1 RON2 block: 1%; LmPK inhibitor: -15%; Shiga inhibitor: 92*; Cycloheximide cs: 39*; Pf growth 48h: 63%[activator]; Pf growth 96h: -17%

Results for CCC1CCCCN1CCCNC(=O)Cn1nc(-c2ccccc2)ccc1=O (centres undefined) ?
TbPYK inhibitor: -5%; AMA1 RON2 block: -4%; LmPK inhibitor: -5%; Shiga inhibitor: -25; Cycloheximide cs: -2; Pf growth 48h: 5%; Pf growth 96h: 0%

Overlap with the part before: 2 entries, followed by the next part.
Results for CCOC(=O)c1ccc(CSc2nnc(N)s2)cc1 ?
TbPYK inhibitor: -1%; AMA1 RON2 block: 1%; LmPK inhibitor: -15%; Shiga inhibitor: 92*; Cycloheximide cs: 39*; Pf growth 48h: 63%[activator]; Pf growth 96h: -17%

Results for CCC1CCCCN1CCCNC(=O)Cn1nc(-c2ccccc2)ccc1=O (centres undefined) ?
TbPYK inhibitor: -5%; AMA1 RON2 block: -4%; LmPK inhibitor: -5%; Shiga inhibitor: -25; Cycloheximide cs: -2; Pf growth 48h: 5%; Pf growth 96h: 0%

How did Cc1ccc2c(CC(=O)OCc3csc(C)n3)coc2c1 do in these assays?
TbPYK inhibitor: -3%; AMA1 RON2 block: 8%; LmPK inhibitor: 6%; Shiga inhibitor: 17; Cycloheximide cs: -2; Pf growth 48h: -25%; Pf growth 96h: -9%

What do the screens show for `Cc1ccc(CN2CC[C@H]3C=CCc4cccc(c43)C2)cc1`?
TbPYK inhibitor: 0%; AMA1 RON2 block: -25%; Pf growth 48h: 5.2µM*; Pf growth 96h: inconclusive

What do the screens show for `O=C(O)CSc1c2c(nc3cc(C(=O)N4CCCC4)ccc13)CCCC2`?
TbPYK inhibitor: -1%; AMA1 RON2 block: 8%; LmPK inhibitor: 5%; Shiga inhibitor: 2; Cycloheximide cs: 9; Pf growth 48h: -2%; Pf growth 96h: 54%[activator]

What do the screens show for `Cc1cc(-c2nc3cccnc3s2)ccc1NS(=O)(=O)c1cccs1`?
TbPYK inhibitor: -1%; AMA1 RON2 block: -8%; LmPK inhibitor: -16%; Shiga inhibitor: 138*; Cycloheximide cs: 48*; Pf growth 48h: 256%[activator]; Pf growth 96h: 167%[activator]

How did Cc1cc(NCCCn2ccnc2)n2nc(-c3ccc(F)cc3)cc2n1 do in these assays?
TbPYK inhibitor: -5%; AMA1 RON2 block: -5%; LmPK inhibitor: 1%; Shiga inhibitor: 29*; Cycloheximide cs: 20*; Pf growth 48h: 4.1µM*; Pf growth 96h: -4%[5.75 µM]

Results for CCNc1nc(-c2ccc(Cl)cc2)cs1 ?
TbPYK inhibitor: 0%; AMA1 RON2 block: -15%; LmPK inhibitor: -21%; Shiga inhibitor: 81*; Cycloheximide cs: 52*; Pf growth 48h: 272%[activator]

What do the screens show for `COC(=O)c1cn(-c2ccccc2)nc1-c1ccncc1`?
TbPYK inhibitor: 3%; AMA1 RON2 block: -5%; LmPK inhibitor: -7%; Shiga inhibitor: 19; Cycloheximide cs: -2; Pf growth 48h: -5%; Pf growth 96h: -1%

What do the screens show for `O=C(CSc1nnc(COc2ccc(Cl)cc2)o1)OC1CCCCC1`?
TbPYK inhibitor: 3%; AMA1 RON2 block: 29%; LmPK inhibitor: -3%; Shiga inhibitor: -5; Cycloheximide cs: -2; Pf growth 48h: 11%; Pf growth 96h: 34%[activator]

What do the screens show for `CC(C)CC1c2[nH]c3ccccc3c2CCN1C(=O)c1cnccn1` (centres undefined)?
TbPYK inhibitor: -5%; AMA1 RON2 block: -7%; LmPK inhibitor: -3%; Shiga inhibitor: 76*; Cycloheximide cs: 51*; Pf growth 48h: inconclusive; Pf growth 96h: inconclusive

How did COc1ccc(CC(=O)N[C@@H](C)C(=O)N2CCC3(CC2)NCCc2[nH]cnc23)cc1 do in these assays?
TbPYK inhibitor: -10%; AMA1 RON2 block: -3%; LmPK inhibitor: 8%; Shiga inhibitor: -2; Cycloheximide cs: 14; Pf growth 48h: 13%; Pf growth 96h: 15%

How did CSCCC(NS(=O)(=O)c1ccccc1)C(=O)OCc1nc2ccsc2c(=O)[nH]1 (centres undefined) do in these assays?
TbPYK inhibitor: -2%; AMA1 RON2 block: -6%; Pf growth 48h: 1%; Pf growth 96h: -3%

Results for CCOc1ccc(CN(C)c2nc(-c3cccnc3)nc3ccccc23)cc1OC ?
TbPYK inhibitor: 3%; AMA1 RON2 block: -23%; LmPK inhibitor: -3%; Shiga inhibitor: -6; Cycloheximide cs: 0; Pf growth 48h: 12µM*; Pf growth 96h: inconclusive

Results for CCOc1ccc(C(=O)COC(=O)c2nn(CC)c(=O)c3ccccc23)cc1 ?
TbPYK inhibitor: 3%; AMA1 RON2 block: 0%; Pf growth 48h: inconclusive; Pf growth 96h: 6%

Results for Cc1ccc(OCCOCCNC(C)C)c(Br)c1 ?
TbPYK inhibitor: 13%; AMA1 RON2 block: 1%; LmPK inhibitor: -4%; Shiga inhibitor: 1; Cycloheximide cs: 20; Pf growth 48h: inconclusive; Pf growth 96h: 40%[activator]

Results for O=C1CC(c2ccco2)Sc2nc3ccccc3n21 (centres undefined) ?
TbPYK inhibitor: -13%; AMA1 RON2 block: 0%; LmPK inhibitor: -11%; Shiga inhibitor: 82*; Cycloheximide cs: 36*; Pf growth 48h: 36%[activator]; Pf growth 96h: 46%[activator]

What do the screens show for `COc1ccc(CN(C)CC(=O)NC(=O)NCc2ccccc2)c(OC)c1`?
TbPYK inhibitor: -5%; AMA1 RON2 block: 10%; LmPK inhibitor: 7%; Shiga inhibitor: -2; Cycloheximide cs: -2; Pf growth 48h: -9%; Pf growth 96h: inconclusive

Screens: PubChem, National Center for Advancing Translational Sciences (NCATS)
